Bioassay records from PubChem BioAssay.
PHOSPHO1 block – PHOSPHO1 (human) inhibition; Q8TCT1; recombinant PHOSPHO1, absorbance phosphatase assay; inhibition, % at 13.3 µM; 290,000 compounds, 1.1% hits; AID 1565; in the data active means inhibition above about 60%
PfM18AAP inh – blocks P. falciparum M18 aspartyl aminopeptidase; recombinant PfM18AAP, H-Glu-NHMec fluorogenic cleavage; inhibition, % at 7.35 µM; 290,000 compounds, 1.2% hits;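 active means inhibition above the campaign mean inhibition over all tested compounds plus 3 SD, cut at about 28% in these data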;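 further: 0% = plate median of test compound wells and 100% = 2 mM ZnCl2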
IDE inh – inhibitors of human insulin-degrading enzyme in cells. P14735. HEK cells, FAbetaB cleavage, fluorescence polarization. inhibition, % at 5.59 µM. 320,000 compounds, 0.41% hits;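 active means percent inhibition above the average of all tested compounds plus 3 SD, set per screening campaign, cut at about 16% in these data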;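 further: IDE supplied by intact live HEK cells; FP after avidin binding of uncleaved biotin substrate so inhibition keeps polarization high; 0% = DMSO wells and 100% = 60 µM reference IDE inhibitor Ii1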
IDE cell activ – IDE (human) activation, cell-based; HEK cells, FAbeta-B cleavage, fluorescence polarization; 0% vehicle, 100% cell-free pure enzyme wells; activation, % at 5.96 µM; 340,000 compounds, 0.073% hits;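 active means activation above the mean of all tested compounds plus 3 SD, set per screening campaign, cut at about 17% in these data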
NALP1 inh – NALP1 inhibition. S. cerevisiae NALP1/ASC/caspase-1 growth, X-gal OD620, 72 h. inhibition, % at 10 µM. 280,000 compounds, 0.61% hits; in the data active means inhibition mostly above about 24%, no sharp cut-off; inactive means mostly below about 32%; further: some compounds called inactive have numbers as strong as hits
GPR7 antag – human neuropeptides B/W receptor 1 antagonism; P48145; GPR7-expressing cells, fluorescence antagonist assay; inhibition, % at 4.4 µM; 290,000 compounds, 1.1% hits; AID 1861; in the data active means inhibition above about 16%, passing the limit was not always enough;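 further: cells stimulated with the agonist NPW; 0% = agonist with vehicle and 100% = vehicle without agonist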
VIM-2 inh – inhibitors of Pseudomonas aeruginosa VIM-2 metallo-beta-lactamase | inhibition, % at 5.6 µM | purified VIM-2, nitrocefin hydrolysis, epi-absorbance fluorescence | 290,000 compounds, 0.89% hits;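 active means inhibition above the mean of all tested compounds plus 3 SD, cutoff set per screening run, cut at about 7.5% in these data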;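 further: red hydrolysis product quenches plate fluorescence so inhibitors raise well fluorescence; 0% = enzyme with DMSO and 100% = DMSO without enzyme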
IMP-1 inhibitor – inhibitors of Pseudomonas aeruginosa IMP-1 metallo-beta-lactamase; inhibition, % at 5.6 µM; 290,000 compounds, 0.45% hits; AID 1556; purified IMP-1, nitrocefin hydrolysis, epi-absorbance fluorescence;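 active means inhibition above the mean plus 3 SD of all compounds in the same screening run, cut at about 4.5% in these data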;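 further: 0% = IMP-1 with DMSO and 100% = DMSO wells lacking enzyme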
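Material – recombinant IMP-1 enzyme, purified · Amount – IMP-1 0.2 nM before substrate addition · Medium – HEPES buffer pH 7.1 with ZnSO4 and Brij 35 · Timing – 25 °C, 15 min preincubation, 25 min reaction · Measured by – plate fluorescence quenching by hydrolysis product, ex 480/em 530 nm · Read-out – percent enzyme inhibition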
p-CIP stab down – lowers stability of the mouse p/CIP coactivator protein; Q05BA5; F442A p/CIP-EGFP cells, EGFP fluorescence, 16 h; decrease of EGFP signal, % at 10 µM; 290,000 compounds, 0.01% hits; AID 1984;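 active means EGFP signal decrease of at least 30% at 10 µM or well 3 SD below plate mean, unless failing retest; inactive means the rest, including hits failing retest or dose response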; further: some compounds called inactive have numbers as strong as hits; many of its hits are not listed in these tables
Target sequence (Q05BA5 1-1403): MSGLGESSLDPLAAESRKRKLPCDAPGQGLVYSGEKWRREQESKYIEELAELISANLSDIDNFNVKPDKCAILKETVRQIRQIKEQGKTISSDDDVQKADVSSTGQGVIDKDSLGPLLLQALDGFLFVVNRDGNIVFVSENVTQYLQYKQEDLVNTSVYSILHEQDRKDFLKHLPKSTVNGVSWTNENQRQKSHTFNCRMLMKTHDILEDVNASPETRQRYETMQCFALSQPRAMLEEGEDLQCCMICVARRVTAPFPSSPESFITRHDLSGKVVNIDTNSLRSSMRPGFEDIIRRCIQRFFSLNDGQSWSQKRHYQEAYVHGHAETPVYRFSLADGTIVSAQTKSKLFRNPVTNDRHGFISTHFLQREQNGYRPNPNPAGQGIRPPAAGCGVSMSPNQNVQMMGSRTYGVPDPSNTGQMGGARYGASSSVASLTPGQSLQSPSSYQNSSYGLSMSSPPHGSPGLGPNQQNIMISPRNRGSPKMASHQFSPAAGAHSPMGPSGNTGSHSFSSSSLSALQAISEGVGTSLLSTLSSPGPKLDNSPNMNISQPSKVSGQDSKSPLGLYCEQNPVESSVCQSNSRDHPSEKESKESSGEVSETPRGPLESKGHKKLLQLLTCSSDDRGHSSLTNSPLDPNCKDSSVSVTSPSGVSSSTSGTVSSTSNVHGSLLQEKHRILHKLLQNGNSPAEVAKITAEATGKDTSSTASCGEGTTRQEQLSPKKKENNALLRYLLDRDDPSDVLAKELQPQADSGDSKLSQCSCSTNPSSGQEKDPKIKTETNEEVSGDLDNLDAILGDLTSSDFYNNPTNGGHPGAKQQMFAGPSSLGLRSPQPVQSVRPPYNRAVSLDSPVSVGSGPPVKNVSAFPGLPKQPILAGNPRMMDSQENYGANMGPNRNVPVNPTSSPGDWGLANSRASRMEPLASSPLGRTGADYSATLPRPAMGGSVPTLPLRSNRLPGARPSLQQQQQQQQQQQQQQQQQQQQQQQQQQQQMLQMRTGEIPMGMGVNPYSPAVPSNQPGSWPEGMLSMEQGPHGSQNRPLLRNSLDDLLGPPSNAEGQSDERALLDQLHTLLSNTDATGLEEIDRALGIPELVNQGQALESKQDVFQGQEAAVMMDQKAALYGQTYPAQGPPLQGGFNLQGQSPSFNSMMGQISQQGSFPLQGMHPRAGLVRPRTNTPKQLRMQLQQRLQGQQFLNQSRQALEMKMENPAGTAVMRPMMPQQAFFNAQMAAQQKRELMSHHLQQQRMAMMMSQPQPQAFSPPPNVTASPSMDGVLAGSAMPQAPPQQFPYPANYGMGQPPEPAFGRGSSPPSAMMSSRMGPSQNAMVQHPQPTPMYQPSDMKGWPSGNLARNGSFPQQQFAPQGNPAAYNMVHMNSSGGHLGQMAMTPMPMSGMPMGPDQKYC
* hit, by the source's call.

Screening O=C(NCCCN1CCCC1=O)NC12CC3CC(CC(C3)C1)C2 returned PHOSPHO1 block 3.6, PfM18AAP inh -1.5, IDE inh 0.6, IDE cell activ -2.3, NALP1 inh -3.5, GPR7 antag -5.5, VIM-2 inh -1.5, IMP-1 inhibitor -0.9 and p-CIP stab down -6.7.
COc1ccc(C(=O)CSc2nnc(CNC(=O)c3ccc(OC)c(OC)c3)n2C)cc1 was read as PHOSPHO1 block -6.6, PfM18AAP inh 4.2, IDE inh 0.9, IDE cell activ 4.1, NALP1 inh -5.6, GPR7 antag -19.6, VIM-2 inh -4.5, IMP-1 inhibitor -2.8 and p-CIP stab down -9.0.
For C=CCNC(=S)NNC(=O)C(CCCC)CC(C)O (stereo unspecified) the results were PHOSPHO1 block 14.4, PfM18AAP inh 13.7, IDE inh 4.2, IDE cell activ -4.6, NALP1 inh 0.5, GPR7 antag -2.9, VIM-2 inh -4.4, IMP-1 inhibitor -1.1 and p-CIP stab down -5.1.
For CC1CCCCC1NS(=O)(=O)c1ccc(S(=O)(=O)N2CCN(CCC#N)CC2)cc1 (stereo unspecified) the results were PHOSPHO1 block 30.2, PfM18AAP inh -0.2, IDE inh 2.4, IDE cell activ 3.2, NALP1 inh 28.6, GPR7 antag 10.6, VIM-2 inh 1.1, IMP-1 inhibitor -1.9 and p-CIP stab down 1.0.
N#CCCN(CCC#N)C(=O)COc1ccc(Cl)cc1Cl was read as PHOSPHO1 block -3.3, PfM18AAP inh 0.8, IDE inh 4.9, IDE cell activ 1.5, NALP1 inh 5.0, GPR7 antag -8.2, VIM-2 inh -4.7, IMP-1 inhibitor -3.0 and p-CIP stab down -12.3.
Screening Cc1cc(F)c(F)c(C(=O)N2CCCCC2C)c1Cl (stereo unspecified) returned PHOSPHO1 block -5.3, PfM18AAP inh -1.2, IDE inh -4.3, IDE cell activ -0.7, NALP1 inh 14.7, GPR7 antag 0.8, VIM-2 inh -2.5, IMP-1 inhibitor -2.3 and p-CIP stab down -2.4.
`CCn1cc(Cl)c(C(=O)NNC(=O)CCn2nc(C)c([N+](=O)[O-])c2C)n1` gave PHOSPHO1 block -20.0, PfM18AAP inh 2.8, IDE inh 3.5, IDE cell activ 2.0, NALP1 inh -6.7, GPR7 antag 12.6, VIM-2 inh -3.3, IMP-1 inhibitor -0.2 and p-CIP stab down -13.6.
For C/C(N)=C(\C#N)C(=O)NCCc1ccccn1 the results were PHOSPHO1 block 23.5, PfM18AAP inh 0.5, IDE inh 2.7, IDE cell activ 1.5, NALP1 inh -2.7, GPR7 antag -1.0, VIM-2 inh -2.4, IMP-1 inhibitor -1.4 and p-CIP stab down -6.1.
For O=C(Nc1cccnc1Cl)c1cc(-c2ccco2)on1 the results were PHOSPHO1 block -1.2, PfM18AAP inh -6.3, IDE inh 3.8, IDE cell activ 1.2, NALP1 inh 18.3, GPR7 antag -6.1, VIM-2 inh 0.0, IMP-1 inhibitor 2.7 and p-CIP stab down -7.1.
`COC(=O)CSc1nnc(-c2ccc(OC)c(OC)c2)o1` gave PHOSPHO1 block 32.8, PfM18AAP inh -11.6, IDE inh 5.6, IDE cell activ 1.7, NALP1 inh -6.3, GPR7 antag 0.9, VIM-2 inh 0.0, IMP-1 inhibitor -2.0 and p-CIP stab down -0.7.
Screening CCOc1ccccc1C(=O)NN1C(=O)C2CCCCC2C1=O (stereo unspecified) returned PHOSPHO1 block -5.8, PfM18AAP inh 9.1, IDE inh -3.7, IDE cell activ 0.9, NALP1 inh 31.9, GPR7 antag -7.4, VIM-2 inh -5.4, IMP-1 inhibitor -2.2 and p-CIP stab down 3.2.
`CCOc1ccc(S(=O)(=O)N(C)CC(=O)NC2CC2)cc1` gave PHOSPHO1 block 27.0, PfM18AAP inh -8.5, IDE inh -1.3, IDE cell activ -4.8, NALP1 inh 10.5, GPR7 antag -20.9, VIM-2 inh -2.2, IMP-1 inhibitor -0.3 and p-CIP stab down -2.3.
Screening O=C1OC(/C(=C\Nc2ccc(F)cc2F)[N+](=O)[O-])c2ccccc21 (stereo unspecified) returned PHOSPHO1 block 40.8, PfM18AAP inh 47.4*, IDE inh 5.4, IDE cell activ -5.3, NALP1 inh 5.4, GPR7 antag -28.8, VIM-2 inh -2.2, IMP-1 inhibitor -2.2 and p-CIP stab down -16.9.
Screening CCN(C(=O)CC(C)C)c1nnc(Cn2nnc3ccccc32)s1 returned PHOSPHO1 block 12.4, PfM18AAP inh -1.8, IDE inh 3.0, IDE cell activ -3.3, NALP1 inh 3.0, GPR7 antag 18.9, VIM-2 inh -2.4, IMP-1 inhibitor -2.2 and p-CIP stab down -10.7.
Screening Cc1onc(-c2ccccc2)c1C(=O)NNC(=S)NC(=O)c1ccc2c(c1)OCO2 returned PHOSPHO1 block -26.9, PfM18AAP inh 4.7, IDE inh 7.0, IDE cell activ 3.9, NALP1 inh -14.7, GPR7 antag -14.9, VIM-2 inh -4.0, IMP-1 inhibitor -3.9 and p-CIP stab down -2.6.
CCN1CNC(=S)N(c2cccc(C)c2)C1 was read as PHOSPHO1 block 24.4, PfM18AAP inh -10.9, IDE inh -1.6, IDE cell activ 1.4, NALP1 inh 19.9, GPR7 antag 1.7, VIM-2 inh 1.6, IMP-1 inhibitor 0.9 and p-CIP stab down 4.0.
`CCCN(C(=O)CSc1nc2c(cnn2-c2ccccc2)c(=O)[nH]1)C1CCS(=O)(=O)C1` (stereo unspecified) gave PHOSPHO1 block 2.6, PfM18AAP inh 1.8, IDE inh 4.2, IDE cell activ -3.7, NALP1 inh 36.5, GPR7 antag -11.1, VIM-2 inh 2.5, IMP-1 inhibitor -3.6 and p-CIP stab down -5.6.
COc1cc(OC)cc(C(=O)N2CCC(C(=O)Nc3ccc4c(c3)OCCO4)CC2)c1 was read as PHOSPHO1 block 3.4, PfM18AAP inh -2.8, IDE inh 1.4, IDE cell activ -0.8, NALP1 inh 31.7, GPR7 antag -9.9, VIM-2 inh -3.5, IMP-1 inhibitor -3.8 and p-CIP stab down -8.7.
For COc1ccccc1CNC(=O)C1CCN(S(=O)(=O)c2ccc3c(c2)OCCO3)CC1 the results were PHOSPHO1 block 41.6, PfM18AAP inh 2.2, IDE inh -0.4, IDE cell activ -1.0, NALP1 inh 15.6, GPR7 antag -2.1, VIM-2 inh -0.2, IMP-1 inhibitor -0.3 and p-CIP stab down 7.0.
For Oc1[nH]c2ccccc2c1C=Nc1ccc2c(c1)OCCO2 the results were PHOSPHO1 block 7.6, PfM18AAP inh 10.4, IDE cell activ 1.0, NALP1 inh 6.7, GPR7 antag -16.2, VIM-2 inh 1.0, IMP-1 inhibitor -2.3 and p-CIP stab down -6.7.
Screening COc1ccccc1N1CCN(C(=O)c2cc(-c3ccc(Cl)c(Cl)c3)on2)CC1 returned PHOSPHO1 block 6.3, PfM18AAP inh -4.2, IDE inh 1.1, IDE cell activ 3.9, NALP1 inh -68.1, GPR7 antag -15.8, VIM-2 inh -0.3, IMP-1 inhibitor -0.5 and p-CIP stab down -11.2.
Screening CCOC(=O)CNC(=O)CSc1ncnc2c1cnn2-c1ccccc1 returned PHOSPHO1 block 24.3, PfM18AAP inh 3.2, IDE inh 0.4, IDE cell activ 1.7, NALP1 inh 31.3, GPR7 antag -3.2, VIM-2 inh -0.8, IMP-1 inhibitor -1.8 and p-CIP stab down -21.1.
`CC(=O)Nc1cc(NC(C)=O)cc(C(=O)OCC(=O)N2CC(C)OC(C)C2)c1` (stereo unspecified) gave PHOSPHO1 block -3.7, PfM18AAP inh -14.5, IDE inh 3.8, IDE cell activ -1.8, NALP1 inh 7.9, GPR7 antag -9.3, VIM-2 inh 1.2, IMP-1 inhibitor 1.1 and p-CIP stab down -4.6.
`Oc1ccc(/C=N/n2c(-c3ccccc3)n[nH]c2=S)cc1` gave PHOSPHO1 block -33.9, PfM18AAP inh 14.8, IDE inh 1.3, IDE cell activ -1.4, NALP1 inh -4.5, GPR7 antag -6.5, VIM-2 inh 9.2*, IMP-1 inhibitor 0.2 and p-CIP stab down 4.3.
COc1ccc(/C=C/c2n[nH]c(=O)c(C#N)c2C)cc1 was read as PHOSPHO1 block 20.0, PfM18AAP inh -7.5, IDE inh -5.9, IDE cell activ 4.3, NALP1 inh 1.5, GPR7 antag -17.8, VIM-2 inh 0.3, IMP-1 inhibitor -0.5 and p-CIP stab down -12.1.
For COC(=O)c1sccc1NC(=O)Nc1ccc(Cl)c(Cl)c1 the results were PHOSPHO1 block 17.6, PfM18AAP inh 2.7, IDE inh -2.3, IDE cell activ 4.3, NALP1 inh 29.2, GPR7 antag 2.5, VIM-2 inh -2.6, IMP-1 inhibitor -2.2 and p-CIP stab down 0.2.
For CN(C)c1ccc(/C=N/NC(=O)CCCO)cc1 the results were PHOSPHO1 block 11.3, PfM18AAP inh 2.2, IDE inh 1.5, NALP1 inh 11.8, GPR7 antag -10.6, VIM-2 inh -2.2, IMP-1 inhibitor -2.4 and p-CIP stab down -19.6.
`C=CCn1c(=O)c2c3c(sc2n2c(Nc4ccc(C(=O)OCC)cc4)nnc12)CCCC3` gave PHOSPHO1 block 16.2, PfM18AAP inh -0.6, IDE inh -3.6, IDE cell activ 0.8, NALP1 inh 27.9, GPR7 antag 2.5, VIM-2 inh -3.3, IMP-1 inhibitor -3.4 and p-CIP stab down 4.7.
For CCOc1ccc(NCCC#N)cc1 the results were PHOSPHO1 block 11.5, PfM18AAP inh 0.5, IDE inh 7.9, IDE cell activ 0.4, NALP1 inh -11.3, GPR7 antag -9.7, VIM-2 inh -2.0, IMP-1 inhibitor -1.7 and p-CIP stab down 4.1.
CCc1ccc(NC(=O)CN(c2ccc(OC)cc2)S(=O)(=O)c2c(C)[nH]c(=O)[nH]c2=O)cc1 was read as PHOSPHO1 block 30.2, PfM18AAP inh -0.5, IDE inh 6.6, IDE cell activ 5.4, NALP1 inh -10.9, GPR7 antag -27.4, VIM-2 inh -3.3, IMP-1 inhibitor -1.8 and p-CIP stab down 8.2.
`C=CCNC(=O)c1onc(CSc2cccc(Cl)c2)c1C(=O)O` gave PHOSPHO1 block -48.7, PfM18AAP inh 4.5, IDE inh -1.2, IDE cell activ -1.6, NALP1 inh -13.8, GPR7 antag -0.2, VIM-2 inh -3.2, IMP-1 inhibitor -2.9 and p-CIP stab down -3.7.
Screening O=C1C=C(NCC2CCCO2)CC(c2ccccc2)C1 (stereo unspecified) returned PHOSPHO1 block -4.9, PfM18AAP inh 2.9, IDE cell activ 2.8, NALP1 inh -5.6, GPR7 antag -10.1, VIM-2 inh -0.7, IMP-1 inhibitor -1.7 and p-CIP stab down -4.2.
CCOc1ccc2[nH]c3c(=O)n(CCc4ccc(OC)cc4)cnc3c2c1 was read as PHOSPHO1 block 24.8, PfM18AAP inh 0.1, IDE inh 10.0, IDE cell activ 1.0, GPR7 antag -11.1, VIM-2 inh -2.1, IMP-1 inhibitor -3.3 and p-CIP stab down 3.9.
For CCOc1ccccc1NC(=O)NNC(=O)COc1cccc(C)c1C the results were PHOSPHO1 block 47.7, PfM18AAP inh -6.5, IDE inh -5.5, IDE cell activ 3.2, NALP1 inh 20.9, GPR7 antag -7.7, VIM-2 inh -3.2, IMP-1 inhibitor -0.1 and p-CIP stab down 10.0.
`CC(C)(C)C(=O)/C(C#N)=C/c1ccc(O)cc1` gave PHOSPHO1 block -8.8, PfM18AAP inh -7.5, IDE inh 2.8, NALP1 inh -10.3, GPR7 antag 3.0, VIM-2 inh 1.7, IMP-1 inhibitor -0.7 and p-CIP stab down -2.8.

An unsorted share of the library; any-hit rate near 5.3%.
